S1P3 antag – S1P3 receptor antagonists, primary screen, cell-based; Sphingosine 1-phosphate receptor 3 (Homo sapiens), Q99500; CHO S1P3 NFAT-BLA reporter, FRET fluorescence, antagonist mode; inhibition, % at 4.98 µM; 170,000 compounds, 0.27% hits;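 active means inhibition above the plate cutoff, the mean inhibition of test wells on that plate plus 3 SD, cut at about 28% in these data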;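 further: cells challenged with S1P at its EC80 of 0.8 µM; blue over green emission ratio from cleaved BLA substrate after 4 h stimulation; 0% = S1P-stimulated wells and 100% = unstimulated DMSO-only wells; some compounds past the cut are filed as inactive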
Target sequence (Q99500 whole entry, looked up): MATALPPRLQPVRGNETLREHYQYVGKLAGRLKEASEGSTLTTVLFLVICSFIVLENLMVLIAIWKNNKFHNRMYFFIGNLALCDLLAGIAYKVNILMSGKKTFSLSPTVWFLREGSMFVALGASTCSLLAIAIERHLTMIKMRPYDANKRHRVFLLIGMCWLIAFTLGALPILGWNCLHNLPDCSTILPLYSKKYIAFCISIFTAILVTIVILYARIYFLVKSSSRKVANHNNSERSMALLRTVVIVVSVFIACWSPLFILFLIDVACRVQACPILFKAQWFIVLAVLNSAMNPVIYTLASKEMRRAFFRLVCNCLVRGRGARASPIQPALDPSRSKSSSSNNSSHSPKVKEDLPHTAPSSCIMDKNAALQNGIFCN
Starred values were filed as active, the others as inactive.

The first two entries as a preview:
SMILES | S1P3 antag
Cc1ccc(-c2nc3c(c(=O)c4ccccc4n3C)c(=O)n2-c2ccc(F)cc2)cc1 | -3
COc1ccccc1C1CCN(C(=O)c2cccc([N+](=O)[O-])c2)CC1 | 4

The list itself, from the first entry:
SMILES | S1P3 antag
Cc1ccc(-c2nc3c(c(=O)c4ccccc4n3C)c(=O)n2-c2ccc(F)cc2)cc1 | -3
COc1ccccc1C1CCN(C(=O)c2cccc([N+](=O)[O-])c2)CC1 | 4
CC(=O)Nc1ccc(-c2nn[nH]n2)cc1 | -8
Nc1nc(NCCCN2CCOCC2)nc(Nc2cccc(F)c2)c1[N+](=O)[O-] | -14
COc1ccc(-c2csc(COC(=O)C(C)(C)C)n2)cc1 | 0
COc1ccc2c(c1)c(C(=O)CN1CCc3ccccc3C1)c(C)n2C | -5
O=C(O)/C=C/C(=O)Nc1nccs1 | -3
Cc1cc(OCC(=O)N(Cc2ccco2)C2CCS(=O)(=O)C2)cc(C)c1Cl (configuration not stated) | -6
C/C(=N\NC(=S)Nc1ccc(C)cc1)c1cc2ccccc2o1 | -10
Cc1c(NS(C)(=O)=O)cccc1-c1nc2cccnc2s1 | 16
CCCNC(=O)Nc1cccc(C(=O)OC)c1 | -2
Nc1ccc(C(=O)O)cc1S(=O)(=O)O | 5
NS(=O)(=O)c1ccc(NC(=O)/C=C/c2cccs2)cc1 | -1
Fc1ccc(CNC(=S)NCc2ccc(F)cc2)cc1 | 4
O=C1CCCN=C(Nc2ccc(F)c(Cl)c2)S1 | 7
CC(=O)c1ccc(NC(=O)c2ccc(CNc3c(N4CCCC4)c(=O)c3=O)cc2)cc1 | -1
CCCc1c(C(=O)NNc2ccc(C)cc2)cnn1-c1ccccc1 | 5
Cc1cccc(-c2c3c(=O)n(C)c(=O)n(C)c3c3c(C)cc(C)nn23)c1 | -50
Cc1nc(Cl)c(C#N)c2c1CCCC2 | 7
Cc1c(C#N)c(=O)c(-[n+]2ccccc2)c([S-])n1-c1ccc(Cl)cc1 | 2

Nothing new here: 5 of the compounds above.
SMILES | S1P3 antag
NS(=O)(=O)c1ccc(NC(=O)/C=C/c2cccs2)cc1 | -1
Fc1ccc(CNC(=S)NCc2ccc(F)cc2)cc1 | 4
O=C1CCCN=C(Nc2ccc(F)c(Cl)c2)S1 | 7
CC(=O)c1ccc(NC(=O)c2ccc(CNc3c(N4CCCC4)c(=O)c3=O)cc2)cc1 | -1
CCCc1c(C(=O)NNc2ccc(C)cc2)cnn1-c1ccccc1 | 5

Later entries
SMILES | S1P3 antag
COc1ccc2c(c1)c1ccc3c(c1n2C)C(=O)C=CC3=O | 9
Cc1cccc(C)c1NC(=O)CSC(=O)c1sc2ccccc2c1Cl | -1
Cc1ccc(S(C)(=O)=NC(=O)c2cc(C)on2)cc1 (configuration not stated) | -6
O=C(Nc1ccccc1F)N1CCCC1c1cccnc1 (configuration not stated) | -14
COC(=O)C(CC(=O)O)NCc1ccco1 (configuration not stated) | -5
COc1ccc2c(=O)cc(-c3ccccc3F)oc2c1 | 2
COc1cc(/C=C2/CC/C(=C/c3ccc(O)c(OC)c3)C2=O)ccc1O | -9
CCCCC(O)(CCCC)C(=O)NN(C(=O)c1cccnc1Cl)c1ccccc1 | -4
COc1ccc(CNC(=O)CSc2nnc(C)c(=O)[nH]2)cc1 | -5
Nc1nc(Nc2ccccc2F)nc(NCc2ccccc2)c1[N+](=O)[O-] | 4
CC(CNS(=O)(=O)c1ccccc1)Sc1nncn1C (configuration not stated) | 2
CC1CN(c2ccc(NC(=O)c3ccco3)cc2C(=O)O)CC(C)O1 (configuration not stated) | -2
O=C(NCc1csc(-c2cccs2)n1)Nc1ccc(F)cc1F | -3
C=CCOc1c(Br)cc(/C=C(\C#N)C(N)=O)cc1OC | -7
O=c1[nH]c2ccccc2nc1-c1ccccc1 | -7
Cc1cc(=O)n2c3ccccc3n(CC(O)CN3CCN(Cc4ccccc4)CC3)c2c1C#N (configuration not stated) | -5
COc1ccc(S(=O)(=O)NNC(=O)c2ccc(-n3c(C)ccc3C)cc2)cc1 | -8
COc1ccc(CCNC(=S)NC(=O)c2ccccc2)cc1C | -10
CCN(CC)S(=O)(=O)c1ccc(C)c(NC(=S)NC2CCCCC2)c1 | -6
O=Cc1ccc(-c2cccc([N+](=O)[O-])c2)o1 | -17
CCn1c(SCC(N)=O)nc2sc3c(c2c1=O)CCN(C)C3 | 0
CCOC(=O)Cn1c(C)c(Br)c(COC)c(C#N)c1=O | -3
O=C(Nc1ccc(-n2ccc(C(F)(F)F)n2)cc1)Nc1cccc(Cl)c1 | 0
Cn1c(Cc2nc(-c3cnccn3)no2)nnc1SCC(=O)Nc1ccccc1 | -13
Cc1cc(C(=O)O)c(C)n1Cc1ccncc1 | -14
CC(C)=NNc1nc(-c2ccc(N3C(=O)CCC3=O)cc2)cs1 | -4
Cc1nccn1CCCNC(=O)CC1C(=O)NCCN1Cc1ccccc1C(F)(F)F (configuration not stated) | -2
O=C(Cn1cc(C(F)(F)F)ccc1=O)Nc1ccccc1 | -9
Cc1ccc(-c2nnc(N3CCN(C(=O)c4cccs4)CC3)c3ccccc23)cc1 | -2
COC(=O)c1ccc(CN2CCN(CC(C)C)C(CCO)C2)cc1 (configuration not stated) | -13
Cc1cc(/C(N)=N/OC(=O)Nc2cccc(C(F)(F)F)c2)no1 | 4
CCOC(=O)c1ccc(NC(=O)Nc2ncc(Cl)cc2Cl)cc1 | 1
CC1(C)C2CCC1(C)C(Nc1ccccc1)C2 (configuration not stated) | 8
CCOC(=O)Cc1csc(NC(=S)NC(=O)c2cc(OC)c(OC)c(OC)c2)n1 | 0
CC(OC(=O)CCCc1nc2ccccc2s1)C(=O)NC(N)=O (configuration not stated) | -15
CN1N=C(C(C)(C)C)CSC1=Nc1ccccc1 | 2
OCCNC(=S)Nc1cccc(Cl)c1Cl | 7
NC(=O)C1(c2ccccc2)CCC(=O)N1c1ccccc1 (configuration not stated) | -2
CNc1ccc([N+](=O)[O-])cc1-c1nc2ccccc2[nH]c1=O | -10
Cn1c(=O)c2c(-c3cccc(Br)c3)c(C#N)c(N)nc2n(C)c1=O | 6

Quoted from the listing:
`CC(=O)Nc1ccc(-c2nn[nH]n2)cc1` @ S1P3 antag: -8
`Cc1ccc(-c2nnc(N3CCN(C(=O)c4cccs4)CC3)c3ccccc23)cc1` @ S1P3 antag: -2
`COc1ccc(-c2csc(COC(=O)C(C)(C)C)n2)cc1` @ S1P3 antag: 0
`CC(C)=NNc1nc(-c2ccc(N3C(=O)CCC3=O)cc2)cs1` @ S1P3 antag: -4
`Cc1cccc(C)c1NC(=O)CSC(=O)c1sc2ccccc2c1Cl` @ S1P3 antag: -1
`O=C(O)/C=C/C(=O)Nc1nccs1` @ S1P3 antag: -3
`Cc1cc(OCC(=O)N(Cc2ccco2)C2CCS(=O)(=O)C2)cc(C)c1Cl` (configuration not stated) @ S1P3 antag: -6

Continuation:
SMILES | S1P3 antag
CC(C)COP(=O)(c1ccc(N(C)C)cc1)C(O)c1cccnc1 (configuration not stated) | 6
COc1ccc(C2c3ccsc3CCN2C(=O)NC(C)(C)C)cc1 (configuration not stated) | 5
Cn1cccc1CC(=O)N/N=C/c1ccc([N+](=O)[O-])cc1 | 7
Cc1cc2nc(-c3ccccn3)c(-c3ccccn3)nc2cc1C | -2
Cc1ccc(NC(=O)CSc2n[nH]c(N)n2)cc1S(=O)(=O)N1CCOCC1 | 10
O=C(Nc1ccncc1)c1cccc2ccccc12 | 7
CCCCCC(=O)NC(=S)Nc1cccc(-c2nc3ncccc3o2)c1 | 7
COc1ccc(-c2c(-c3ccc(O)cc3O)n[nH]c2C(F)(F)F)cc1 | -5
O=C(CN1CCOCC1)N/N=C/c1ccc(-c2cccc(Cl)c2Cl)o1 | -2
CCCCn1cnc2c(=S)nc(N)[nH]c21 | 1
O=C(CSc1ncn[nH]1)N1c2ccccc2Sc2ccccc21 | -6
CC(NC(=O)c1ccc(Cl)c(Cl)c1)c1ccc(-c2ccccc2)cc1 (configuration not stated) | 10
O=C(O)c1ccccc1C(=O)NCCc1c(C(=O)O)[nH]c2ccc(Cl)cc12 | -3
NS(=O)(=O)c1ccc(N/N=C/c2ccc[nH]2)c([N+](=O)[O-])c1 | -9
O=C(NNC(=O)c1ccc(Oc2cc(Cl)cc(Cl)c2)o1)c1ccccc1 | 3
COc1ccc(N/N=C(\C#N)C(=O)NCCc2ccc(OC)c(OC)c2)cc1 | -10
CCc1nnc(NC(=O)COc2ccccc2[N+](=O)[O-])s1 | -7
COc1ccc(/C=C(\NC(=O)c2cccs2)C(=O)NCc2ccco2)cc1OC | -9
COc1ccccc1/C=N/NC(=O)c1ccc(CN2C(=O)c3cccc4cccc2c34)cc1 | 0
COc1cccc(NC(=O)/C=C/c2ccc([N+](=O)[O-])cc2)c1 | 8
Cc1[nH]c2ccccc2c1C(=O)COC(=O)c1ccc[n+]([O-])c1 | -9
C=CCSc1n[nH]c(-c2cccs2)n1 | 3
O=C(Nc1ccc2c(c1)OCO2)N1CCCc2ccccc21 | 3
CN(C)c1ccc(-c2nn3c(-c4ccncc4)nnc3s2)cc1 | -9
O=C(Nc1cccc(NC(=O)c2cccs2)c1)c1ccc([N+](=O)[O-])o1 | 12
Cc1cc(N/N=C\c2ccc(Br)cc2)nc(-n2nc(C)cc2C)n1 | 19
COc1cccc2cc(C(=O)C3=C(O)C(=O)N(CCN4CCOCC4)C3c3ccc(Cl)cc3)oc12 (configuration not stated) | -2
CC(=O)Nc1sc(N/N=C/c2ccc(N(C)C)cc2)nc1-c1ccc(C)cc1 | 2
Cc1cccn2c(=O)c(/C=C(\C#N)C(=O)NCc3ccccc3)c(N3CCC(C(N)=O)CC3)nc12 | 2
COCCCn1c(SCC(=O)NC(C)(C)C)nnc1-c1cccs1 | 1
COCCCNC(=O)c1ccc2c3c(onc13)-c1ccccc1C2=O | 17
Cc1ccc(CSc2nccc(-c3c(C)nc4ccccn34)n2)cc1 | 1
CSCCCNC(=O)c1ccc(OC2CCN(C(=O)c3cccnc3)CC2)cc1 | 5
COCCCNc1nc2nonc2nc1NCCSC | -10
Cc1ccc(NS(=O)(=O)c2cccc3nsnc23)cc1 | -4
COc1ccc(NC(=O)COC(=O)CCNS(=O)(=O)c2ccc(Cl)cc2)cc1 | 4
CCOc1ccc(C2CC(=O)N(Nc3ccc([N+](=O)[O-])cc3[N+](=O)[O-])C2=O)cc1 (configuration not stated) | -8
O=C(O)C(Cc1c[nH]c2ccccc12)N1C(=O)C2C3c4ccccc4C(c4ccccc43)[C@@H]2C1=O (some centres not stated) | 15
O=C(N/N=C/c1cccc2cccnc12)[C@H]1C[C@@H]1c1ccccc1 | 6
O=C(c1ccc2c(c1)OCCCO2)N1CCCCC1 | -5
NNC(=O)c1[nH]c2ccc(Cl)cc2c1-c1ccccc1 | -7
CC(C)Cc1nc2sc3c(SCC(N)=O)ncnc3c2c2c1CCC2 | -4
COc1ccc(CN(C(=O)c2cc(=O)c3cc(C)cc(C)c3o2)C2CCS(=O)(=O)C2)cc1 (configuration not stated) | 4
CCN(CC)S(=O)(=O)c1ccc2c(c1)nc(CCC(=O)O)n2C | -12
O=S(=O)(c1cccc(-c2n[nH]c(=S)n2Cc2ccccc2)c1)N1CCOCC1 | 8
O=C1CC(Sc2ccc(Cl)cc2)C(=O)N1c1ccc2c(c1)OCCO2 (configuration not stated) | -1
Cc1nn2c(c1-c1ccccc1)NC1=C(C(=O)CCC1)C2c1cccnc1 (configuration not stated) | -30
COc1ccc(OCC(O)CNC(=O)c2cccs2)cc1 (configuration not stated) | -3
CC1CN(Cc2nc3c(c(=O)n(C)c(=O)n3C)n2Cc2ccc(Cl)cc2)CC(C)O1 (configuration not stated) | -14
CCC(CNc1cc(OC)cc2cccnc12)NC1CCCCC1 (configuration not stated) | -11
Next entries follow.
SMILES | S1P3 antag
S=c1[nH]ncn1/N=C/c1cccs1 | 7
O=C(Nc1ccc(F)cc1)c1ccc(S(=O)(=O)N2CCOCC2)o1 | 6
CCN(CC)C(=O)COc1ccc(-c2nnc(Nc3ccc(OC)c(C(=O)NC)c3)c3ccccc23)cc1 | 3
O=C(Nc1cccc(C(F)(F)F)c1)c1cc(Br)cc2c1OCC2 | -14
CC(=O)c1ccc(S(=O)(=O)N2CCNCC2)cc1 | -10
COc1ccccc1-n1c(SCC(=O)OC(C)C)nc2cccnc21 | -19
Cc1ccc(NC(=O)CSc2nnc(-c3ccccn3)n2N)cc1F | 4
CCOC(=O)c1sc(NC(=O)C(CC)Sc2nnc3c4ccccc4n(CC)c3n2)nc1C (configuration not stated) | 26
CSc1cccc(NC(=S)N(CCC(C)C)C(C)c2ccncc2)c1 (configuration not stated) | -6
c1ccc(-c2nc(-c3ccncc3)n[nH]2)nc1 | 2
Cc1[nH]c2ccccc2c1C(O)CN1CCC2(CC1)OCCO2 (configuration not stated) | 5
CCCSC1=C(C#N)C(c2cccs2)CC(=O)N1 (configuration not stated) | -8
Cc1ccc(-c2csc(N=C(N)N)n2)c(C)c1 | 0
CCN(CC)c1ccc(NC2CC(=O)N(CCc3ccc(OC)cc3)C2=O)cc1 (configuration not stated) | -7
CC(=O)Nc1nnc(-c2c(-c3ccccc3Cl)noc2C)o1 | -5
COc1ccccc1OCC(=O)N/N=C1\CCCCc2ccccc21 | 4
CC(C)C(=O)Nc1nnc(-c2ccco2)s1 | 5
Nc1nccc(-c2nn(-c3ccc(Cl)cc3)ccc2=O)n1 | 3
CC(=O)NNC(=O)c1cc2sccc2s1 | -2
Cc1ccc(-c2c[n+](CC(=O)Nc3ccc(C)cc3C)c3n2CCC3)cc1 | 8

Ordered by SMILES length (rising): part of the list above.
SMILES | S1P3 antag
CC(=O)NNC(=O)c1cc2sccc2s1 | -2
CC(C)C(=O)Nc1nnc(-c2ccco2)s1 | 5
CCCSC1=C(C#N)C(c2cccs2)CC(=O)N1 (configuration not stated) | -8
CC(=O)Nc1nnc(-c2c(-c3ccccc3Cl)noc2C)o1 | -5
Cc1ccc(-c2c[n+](CC(=O)Nc3ccc(C)cc3C)c3n2CCC3)cc1 | 8

Screening results as filed in PubChem.

Not all compounds are listed (hit frequency here may not be typical).
